Calpain2 inh: calpain II (pig) inhibition. purified calpain II, fluorogenic peptide substrate, 30 min. inhibition, % at 16 µM. actives 0.37% (n = 220,000);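 active = inhibition above about 50%, limit read from the data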
TRPML3 ag: human mucolipin-3 channel agonism | Q8TDD5 | HEK293 TRPML3-YFP, Fluo-8 calcium fluorescence; 100% = the carbachol control signal | activation, % at 3 µM | actives 0.29% (n = 220,000);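 active = activation above its plate's cutoff, the mean activation of the plate's test wells plus 3 SD, cut at about 12% in these data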;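 note: 0% = DMSO only wells and 100% = carbachol wells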
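Test system – HEK293 line with stable expression of human TRPML3-YFP channel · Control set – carbachol 87 µM final as high control (100%), DMSO as low control (0%) · Signal – Fluo-8 calcium dye fluorescence, ex 470-495, em 515-575 nm · Incubation – 1-h 37 °C dye load, 5-s basal, 120-s post-compound reads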
BaF3 parental: reduces parental Ba/F3 cell viability, JAK2V617F counter-screen | CellTiter-Glo ATP luminescence | inhibition, % at 5.6 µM | AID 1486 | actives 1.1% (n = 220,000);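 active = inhibition above a per-campaign cutoff, the mean inhibition of all tested compounds plus 3 SD, cut at about 27% in these data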;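 note: 0% = DMSO wells and 100% = JAK Inhibitor I control wells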
TRPN1 ag: agonists of zebrafish TRPN1 channel; actives 0.18% (n = 220,000); HEK293 zebrafish TRPN1-YFP, Fluo-8 calcium fluorescence; 100% = response to 87 µM carbachol; activation, % at 3 µM;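 active = activation above its plate's cutoff, the mean activation of test wells on that plate plus 3 SD, cut at about 19% in these data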;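 note: 0% = DMSO alone and 100% = 87 µM carbachol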
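Material: zebrafish TRPN1-YFP in HEK293 cells; Doses: single test compound dose, 3 µM nominal, 0.3% DMSO; Timing: dye loading 1 h at 37 °C, then 30 min room temperature; Technique: intracellular calcium fluorescence with Fluo-8; Benchmarks: high carbachol 87 µM, low DMSO alone.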
PERK inh: blocks human PERK kinase; Q9NZJ5; CHO PERK-DD fusion, SEAP luminescence translation reporter; inhibition, % at 5.6 µM; actives 0.17% (n = 220,000); AID 1416;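 active = inhibition above the mean inhibition of all tested compounds plus 3 SD, set separately per screening campaign, cut at about 2.9% in these data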;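 note: PERK kinase domain activated by AP20187 dimerizer at 100 nM; 0% = DMSO with dimerizer and 100% = rapamycin at 8.4 µM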
Ba/F3 V617F tox: reduce viability of Ba/F3 cells dependent on JAK2V617F. inhibition, % at 5.6 µM. actives 1.1% (n = 220,000). Ba/F3 EpoR-JAK2V617F viability, ATP luminescence. AID 1446;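 active = inhibition above the campaign mean plus 3 SD over all tested compounds, cut at about 24% in these data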;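 note: cytokine-independent growth of Ba/F3 cells driven by EpoR plus mutant JAK2; 0% = DMSO-treated cells and 100% = JAK inhibitor I control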
EP2 modulator: EP2 receptor (human) modulation | P43116 | actives 0.83% (n = 260,000) | EP2-expressing cells, cAMP HTRF FRET, PGE2 co-stimulation | induction, % at 25 µM;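 active = compounds whose cAMP rise, as percent of the full-agonist control response, exceeds 60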;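 note: rat C6 glioma line stably carrying human EP2 under a CMV promoter; the protocol text gives 20 µM as final concentration; 100% = response of wells given 1 µM PGE2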
Target sequence (P43116 whole entry, looked up): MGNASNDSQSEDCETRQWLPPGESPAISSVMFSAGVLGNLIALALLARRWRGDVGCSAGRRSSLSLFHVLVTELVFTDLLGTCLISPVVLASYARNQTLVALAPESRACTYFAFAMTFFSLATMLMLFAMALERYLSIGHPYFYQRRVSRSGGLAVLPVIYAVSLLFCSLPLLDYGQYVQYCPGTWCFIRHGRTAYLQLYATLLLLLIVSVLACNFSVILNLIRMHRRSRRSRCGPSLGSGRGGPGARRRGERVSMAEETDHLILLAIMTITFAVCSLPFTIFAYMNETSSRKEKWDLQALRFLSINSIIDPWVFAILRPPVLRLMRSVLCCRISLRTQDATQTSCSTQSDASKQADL
S1P4 agonist: activates the human S1P4 receptor; O95977; S1P4-expressing cell line, agonist reporter assay; activation, % at 4.98 µM; actives 0.35% (n = 220,000); AID 1509; in the data active = activation above about 11%;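 note: 0% = DMSO vehicle and 100% = reference agonist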
Target sequence (O95977 whole entry, looked up): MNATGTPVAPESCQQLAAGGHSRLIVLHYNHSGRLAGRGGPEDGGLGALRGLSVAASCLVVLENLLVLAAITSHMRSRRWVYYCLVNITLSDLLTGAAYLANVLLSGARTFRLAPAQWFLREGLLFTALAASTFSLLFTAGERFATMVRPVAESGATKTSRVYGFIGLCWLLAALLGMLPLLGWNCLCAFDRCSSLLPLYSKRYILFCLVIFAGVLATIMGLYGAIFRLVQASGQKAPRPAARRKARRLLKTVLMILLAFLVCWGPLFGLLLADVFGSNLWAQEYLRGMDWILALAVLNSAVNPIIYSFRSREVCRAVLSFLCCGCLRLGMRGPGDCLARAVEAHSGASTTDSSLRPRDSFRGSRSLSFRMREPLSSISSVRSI
S1P4 antagonist: human S1P4 receptor antagonism; inhibition, % at 4.98 µM; S1P4-expressing cells, antagonist mode, reporter read-out; O95977; AID 1510; actives 0.26% (n = 220,000); in the data active = inhibition above about 29%;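 note: 0% = wells stimulated with agonist and 100% = vehicle wells without agonist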
Starred values were filed as active, the others as inactive; i = inactive.

entry	compound	Calpain2 inh	TRPML3 ag	BaF3 parental	TRPN1 ag	PERK inh	Ba/F3 V617F tox	EP2 modulator	S1P4 agonist	S1P4 antagonist
1	O=C(COc1ccccc1)N(Cc1ccco1)c1ccc(O)cc1	9	-0.4	4	1.2	-0.2	3	12	0.8	-8
2	CCOC(CNc1ncnc2c1cnn2C)OCC	-5	1.0	-1	0.3	1.4	-1	18	0.8	7
3	CCOC(=O)c1cnn(-c2ncnc3sc(CC)cc23)c1N	-9	0.0	4	0.1	0.3	1	31	2.3	-9
4	O=C(Cn1cc([N+](=O)[O-])cn1)NCc1ccco1	-4	0.0	2	1.2	1.1	-3	11	4.5	4
5	COc1cccc(O)c1CN1CCCC(C(=O)c2cccc(C(F)(F)F)c2)C1 (centres undefined)	49	0.5	11	1.1	-0.2	4	-10	-1.8	-19
6	Clc1cc(Cl)cc(CSc2nnc(-c3sccc3-n3cccc3)o2)c1	26	0.3	4	1.3	1.3	-2	31	-1.2	-13
7	O=C(Nc1cccc(S(=O)(=O)C(F)F)c1)c1ccc(S(=O)(=O)N2CCOCC2)cc1	1	3.5	5	7.8	-0.8	3	-10	4.7	-20
8	COCCSc1ccccc1C(=O)Nc1cccnc1	-28	1.0	0	-0.1	0.8	-2	12	-0.3	-10
9	O=C(COC(=O)C1CCC1)Nc1ccc(OC(F)F)cc1	-26	0.2	4	1.6	1.3	-2	3	1.1	-13
10	CC(=O)c1c(O)cc(C)n(-c2ccc(F)cc2)c1=O	3	0.6	0	1.3	1.0	-2	13	1.4	-8

New compounds follow:
entry	compound	Calpain2 inh	TRPML3 ag	BaF3 parental	TRPN1 ag	PERK inh	Ba/F3 V617F tox	EP2 modulator	S1P4 agonist	S1P4 antagonist
11	COc1ccc(-c2c(C)nn(-c3ccccc3)c2N)cc1OC	-8	-0.5	3	0.3	-1.5	0	11	1.7	-8
12	Cc1occc1C(=O)NNS(=O)(=O)c1ccc(Cl)cc1	-10	0.9	1	-0.3	0.9	0	13	1.6	-13
13	COc1cc(/C=N/NS(=O)(=O)c2ccc3ccccc3c2)ccc1OCc1ccc(C(=O)O)cc1	6	0.6	0	-0.3	-1.3	1	-1	1.9	8
14	CCCN1CCN(CCCNC(=O)c2cc3c(=O)n(C)c4ccccc4c3n2C)CC1	-48	-0.5	6	0.0	-0.7	3	3	-0.8	4
15	CC(O)Cn1ccccc1=N (centres undefined)	-15	0.6	3	0.3	0.9	2	-13	1.3	-14
16	COc1ccccc1N1CCN(C2CCN(C(=O)c3cccs3)CC2)CC1	-12	0.1	9	0.5	0.3	0	12	0.9	-14
17	CCOc1cc(CNC(C)(C)C)ccc1OCC(=O)Nc1cccc(C(F)(F)F)c1	22	1.3	4	5.5	-0.1	5	-48	-1.9	7
18	O=C(c1ccccc1F)N1CCCC(c2ccccc2)C1 (centres undefined)	4	0.5	8	-0.3	-0.7	-1	-3	0.5	-7
19	Cc1ccc(CSc2nnc([C@@H]3CCCN3C(=O)OC(C)(C)C)o2)cc1	12	-0.1	1	-1.6	0.2	3	-14	-0.3	-11
20	CCOC(=O)Cc1nnc(NC(=O)CSc2nnc3c4ccccc4n(C(C)C)c3n2)s1	-6	-0.3	3	-0.5	-0.4	-3	16	-1.6	-10

Remaining list, next part.
entry	compound	Calpain2 inh	TRPML3 ag	BaF3 parental	TRPN1 ag	PERK inh	Ba/F3 V617F tox	EP2 modulator	S1P4 agonist	S1P4 antagonist
21	Cc1cc(=O)[nH]c(N/N=C/c2ccco2)n1	19	0.4	5	-0.4	0.5	1	13	-0.9	-2
22	CCOC(=O)Nc1ccc(Oc2ccccc2)cc1	-27	-0.8	3	-1.9	0.8	-4	21	-0.7	9
23	CC(C)(C)C1CCc2c(sc3ncn(N)c(=N)c23)C1 (centres undefined)	-9	0.1	1	2.6	-0.9	-2	-19	1.2	-31
24	COc1cccc(OC)c1C(=O)NC(=S)Nc1ccc(N2CCOCC2)c(Cl)c1	-13	0.6	4	0.1	0.1	1	-1	0.4	-4
25	COc1cc(Cn2c(N)c(C#N)c3nc4ccccc4nc32)cc(OC)c1	-403	0.8	4	2.0	-0.5	1	-33	4.0	-12
26	CNC(=O)c1c(C)nc(SCC(=O)NCc2ccc(OC)cc2)c(C#N)c1-c1ccco1	-37	0.2	2	-1.0	-0.2	-1	-2	-1.1	-2
27	Cc1sc(NC(=O)CN2CCOCC2)c(C#N)c1C	9	-0.4	-2	0.7	0.2	2	7	0.2	-2
28	Clc1ccccc1-c1nc(-c2ccccc2)n[nH]1	3	0.3	1	-0.1	0.2	-3	7	0.5	-5
29	CCOC(=O)N/N=C\c1ccc(-c2cccc(C(F)(F)F)c2)o1	6	-0.3	4	-1.3	0.0	2	8	1.6	-21
30	COc1ccc2oc3cc(C)[n+]([O-])c(-c4ccc(C)cc4)c3c2c1	-1	0.1	7	-0.3	-0.7	4	8	1.3	-12

Going on with the list:
entry	compound	Calpain2 inh	TRPML3 ag	BaF3 parental	TRPN1 ag	PERK inh	Ba/F3 V617F tox	EP2 modulator	S1P4 agonist	S1P4 antagonist
31	Cc1ccc(-c2cc(C(=O)N3CCOCC3)c3ccccc3n2)cc1	-76	-0.5	8	0.7	-0.6	-1	19	1.7	-1
32	CCc1nc2sc3c(O)cc(=O)[nH]c3c2cc1C	-287	0.6	5	0.3	0.3	3	14	-0.5	2
33	COC(=O)C1=C(C)OC(N)=C(C#N)C1c1ccccc1 (centres undefined)	9	-0.6	2	-2.3	1.7	1	2	2.1	-13
34	CC(C)(C)n1nnnc1C(c1cccs1)N1CCCC2(CCCCC2)C1 (centres undefined)	41	-0.2	0	0.7	0.4	-2	-18	3.2	-7
35	CCOC(=O)N1CCC(N2C(=O)c3ccccc3C2Nc2ccc3c(c2)OCCO3)CC1 (centres undefined)	-10	0.5	7	2.3	0.6	0	12	0.4	1
36	Cc1cccc(C)c1OCc1nnc(NC(=O)CSc2ccc(Cl)cc2)s1	-20	1.1	7	0.9	0.5	1	17	0.3	-20
37	On1c(-c2ccccc2)nc2ccccc21	-10	0.1	1	0.8	0.0	3	4	0.4	2
38	O=C(COc1ccc(Br)cc1)Nc1nc(-c2cccnc2)cs1	-17	0.2	-5	1.1	0.6	-1	-23	0.5	-6
39	CC(=O)n1cc([C@H]2C=C(C(=O)Nc3ccccc3)O[C@@H](OCc3ccc(CO)cc3)C2)c2ccccc21	-9	0.6	1	1.9	0.1	0	-36	-0.3	9
40	O=C(NC1CCCCCC1)c1cccnc1Sc1ccccc1	-2	0.3	2	-0.6	0.7	-1	12	0.9	-9

More results:
entry	compound	Calpain2 inh	TRPML3 ag	BaF3 parental	TRPN1 ag	PERK inh	Ba/F3 V617F tox	EP2 modulator	S1P4 agonist	S1P4 antagonist
41	CS(=O)(=O)N1Cc2ccccc2CC1C(=O)O (centres undefined)	15	1.3	7	2.0	0.2	0	-7	1.2	-5
42	Nc1nc(C(F)(F)F)c(Br)c(=O)n1N	25	0.6	4	0.4	0.0	4	-24	0.8	-9
43	Cc1cccc(C)c1NC(=S)N(CCN(C)C)C(C)c1ccccn1 (centres undefined)	-3	1.0	2	0.3	1.1	2	5	-0.7	-2
44	COc1cc(/C=N/NC(=O)CNC(=O)c2ccco2)ccc1O	-9	0.4	4	0.7	1.1	0	9	-1.4	-2
45	CC(O)CNCCCOc1ccc(Cl)cc1C(C)(C)C (centres undefined)	9	0.8	3	4.0	-0.1	1	0	-1.3	11
46	CNC(=O)NCCN1CCCC1=O	1	0.1	11	1.9	0.4	4	-2	-0.7	-11
47	COC(=O)c1ccccc1NC(=O)COC(=O)[C@H](C)NC(N)=O	-1	0.8	2	1.7	0.2	3	21	-1.9	-17
48	CCNc1nc(NCC)nc(Oc2ccc(OCC)nn2)n1	-28	1.1	-1	0.3	0.8	-3	27	-0.3	-13
49	COC(=O)c1c(C)[nH]c(C)c1-c1ccc(C)cc1	4	-1.3	4	-1.6	0.0	-1	-11	-3.7	0
50	CN(C)c1ccc(/C=c2\sc3nc(-c4ccccc4)nn3c2=O)cc1	-23	1.6	1	2.5	0.8	-2	35	-3.1	2

Shown with one line to a screen: 3 of the compounds above
[9] O=C(COC(=O)C1CCC1)Nc1ccc(OC(F)F)cc1
[31] Cc1ccc(-c2cc(C(=O)N3CCOCC3)c3ccccc3n2)cc1
[24] COc1cccc(OC)c1C(=O)NC(=S)Nc1ccc(N2CCOCC2)c(Cl)c1

Assay by compound,9,31,24
Calpain2 inh,-26,-76,-13
TRPML3 ag,0.2,-0.5,0.6
BaF3 parental,4,8,4
TRPN1 ag,1.6,0.7,0.1
PERK inh,1.3,-0.6,0.1
Ba/F3 V617F tox,-2,-1,1
EP2 modulator,3,19,-1
S1P4 agonist,1.1,1.7,0.4
S1P4 antagonist,-13,-1,-4

More compounds.
entry	compound	Calpain2 inh	TRPML3 ag	BaF3 parental	TRPN1 ag	PERK inh	Ba/F3 V617F tox	EP2 modulator	S1P4 agonist	S1P4 antagonist
51	COCCOC1CCN(Cc2cn(Cc3ccccc3)nc2-c2cc3ccccc3o2)CC1	-29	0.5	7	1.3	-0.5	-1	-56	0.4	-17
52	O=C(O)c1cc2c(ccc3ccccc32)oc1=O	i	1.1	-3	-0.9	0.3	-3	5	-0.8	12
53	O=C(CSc1nnc(-c2ccncc2)n1-c1ccc(Cl)cc1)NCc1cccs1	5	0.1	-2	-1.1	-0.5	-4	14	-0.5	4
54	C#CCn1cc[n+](CC(=O)N(C)C)c1	-5	-0.4	3	0.1	0.8	-4	24	-2.7	2
55	CCOC(=O)c1nn(-c2ccc(C)cc2)cc1C(=O)c1ccccc1	18	-1.1	3	-1.1	-1.7	-2	34	-1.6	13
56	Cc1c(-n2cc(C(=O)c3cc(Cl)ccc3O)cc(C#N)c2=O)c(=O)n(-c2ccccc2)n1C	37	1.5	7	3.4	0.8	0	23	-0.6	-1
57	CC1(C)N=C(N)N=C(N)N1c1ccccc1	-8	0.6	99*	-0.8	1.4	96*	28	1.2	-4
58	COCCNC(=O)CN(C(=O)CCC(=O)Nc1cc(C)on1)c1ccccc1C	-9	0.5	3	1.5	0.6	4	16	0.1	-3
59	CN1CCc2c(OCC(=O)N3CCC(Cc4ccccc4)CC3)cccc2C1=O	-15	4.2	9	6.6	-0.1	1	-60	-0.1	-11
60	CCc1nc2oc3cc(OC)ccc3c(=O)c2c(=O)n1Cc1ccco1	6	0.2	3	0.9	-0.8	-3	-10	-1.7	16
